FBPA Giardia inh = qHTS Assay for Inhibitors of Fructose-1,6-bisphosphate Aldolase from Giardia Lamblia; A8B2U2; purified Giardia FBPA; Potency, µM (highest dose often 59.6 µM), inactives show at the highest dose activity, negative = inhibition, usual class: inhibitors; hit rate 0.71% among 290,000; also: potency is read from the fitted curve at half-maximal effect; % is scaled to controls: 0 for no effect and ±100 for the full control effect; nearly all actives have a fitted effect of over 55% in size
Target sequence (A8B2U2 whole entry, looked up): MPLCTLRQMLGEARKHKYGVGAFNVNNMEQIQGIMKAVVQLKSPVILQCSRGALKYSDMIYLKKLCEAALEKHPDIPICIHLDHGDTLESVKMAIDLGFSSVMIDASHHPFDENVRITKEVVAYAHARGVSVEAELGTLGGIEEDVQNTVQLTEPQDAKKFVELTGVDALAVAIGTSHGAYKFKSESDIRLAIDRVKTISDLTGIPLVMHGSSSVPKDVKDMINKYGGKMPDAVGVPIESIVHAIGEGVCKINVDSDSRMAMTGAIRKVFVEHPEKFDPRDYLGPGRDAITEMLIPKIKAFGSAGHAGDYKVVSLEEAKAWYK
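Giardia FBPA (40 nM reagent) was preincubated 10 min at RT with compound (up to 57.5 uM final), then substrate plus GAPDH/TPI/NAD/arsenate coupling system with diaphorase/resazurin was added; resorufin fluorescence (525/598 nm) was read after 20 min.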
Shiga toxin inh = A qHTS for Small Molecule Inhibitors of Shiga Toxin | inhibition, % at 38.7 µM | hit rate 9.2% among 290,000 | Vero cells, Shiga toxin protein synthesis inhibition reporter | AID 2315, 2010; in the data active = inhibition mostly above about 28%, no sharp cut-off; inactive = mostly below about 43%; also: 0% is about no effect
Sm TGR block = qHTS Assay for the Inhibitors of Schistosoma Mansoni Peroxiredoxins | hit rate 3% among 360,000 | Potency, µM (doses to about 114 µM), for the others: top-dose activity change, negative = inhibition, actives largely listed as inhibitors | Schistosoma mansoni thioredoxin glutathione reductase (TGR), Q962Y6 | purified TGR, DTNB reduction, TNB absorbance 405 nm | AID 485364, 2010; also: potency is read from the fitted curve at half-maximal effect; % is scaled to controls: 0 for no effect and ±100 for the full control effect; nearly all actives have a fitted effect of over 60% in size
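First, TGR (20 nM dispensed) and NADPH were mixed with compound. Second, a 15 min room-temperature incubation followed. Third, further NADPH and then DTNB were added to start the reaction. Finally, TNB absorbance was monitored kinetically.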
Pf growth 48h = Primary qHTS for delayed death inhibitors of the malarial parasite plastid, 48 hour incubation. P. falciparum luciferase growth in erythrocytes, 48 h. Potency, µM (highest dose often 28.7 µM), for inactives: at the top dose activity change, negative = inhibition, usual class: inhibitors. hit rate 5.9% among 310,000; also: potency is read from the fitted curve at half-maximal effect; % is scaled to controls: 0 for no effect and ±100 for the full control effect
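Luciferase-expressing P. falciparum in infected erythrocytes (2% hematocrit, 0.1% parasitemia final) in RPMI 1640/0.5% Albumax were exposed to compound for 48 hours at 37 C, 5% CO2; growth read as luminescence.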
Pf growth 96h = Primary qHTS for delayed death inhibitors of the malarial parasite plastid, 96 hour incubation; Potency, µM (titrated, usually from 28.7 µM), without a hit: at the highest dose activity change, negative = inhibition, actives largely listed as inhibitors; P. falciparum luciferase reporter growth, 96 h; hit rate 6.9% among 320,000; also: potency is read from the fitted curve at half-maximal effect; % is scaled to controls: 0 for no effect and ±100 for the full control effect
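Two-generation exposure (96 h) targets delayed-death phenotype. Reporter parasites carrying integrated firefly luciferase, in red cells at 2% hematocrit and 0.05% parasitemia final, kept at 37 C, 5% CO2; luminescence loss indicates inhibition.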
Cycloheximide cs = Cycloheximide Counterscreen for Small Molecule Inhibitors of Shiga Toxin. max response, %. cell reporter, cycloheximide protein synthesis inhibition counterscreen. hit rate 12% among 300,000. AID 2314, 2010; in the data active = max response mostly above about 13%, no sharp cut-off; inactive = mostly below about 14%; also: read at 38.3 µM for the half of the compounds with a filed dose; 0% is about no effect
The depositor's hits bear a star; ? = inconclusive; · = not tested or not shown; & = joins results of further samples; [ ] = dose if it differs, or a comment. Unless noted, calls follow the shape of the dose curve; as a rule, active = well fitted curve in the direction sought with a large enough effect; inconclusive = small, poorly fitted or top-dose-only effect, or another doubt; inactive = no such curve, though single readings can be large; an effect the other way counts as inactive or inconclusive.

Compound	FBPA Giardia inh	Shiga toxin inh	Sm TGR block	Pf growth 48h	Pf growth 96h	Cycloheximide cs
Cn1cccc1C(=O)NC(=O)COC(=O)CC12CC3CC(CC(C3)C1)C2	-3%	-5	-27%	10%	28%	-5
CC(C)(C)NS(=O)(=O)c1ccc(OCC(=O)NCC2CCCO2)cc1 (configuration not stated)	·	·	-7%	-5%	-9%	·
Cc1ccc(S(=O)(=O)NC(=O)N2CCC(C)CC2)cc1	3%	2	0%	28%	3%	-1
Cn1c(Cc2ccccc2)nnc1SCC(=O)NC1CCCCC1	0%	-9	-18%	4%	?	-3
O=C(Nc1ccc(Cl)cc1)c1cccc(S(=O)(=O)Nc2ccccn2)c1	7%	2	-19%	12%	13µM*	4
CN(C)c1ccc(Nc2ccc([N+](=O)[O-])cn2)cc1	9%	132*	-17%	151%[activator]	-29%	34*
Cc1ccc(NS(=O)(=O)c2ccccc2F)cc1S(=O)(=O)N1CCCCCC1	·	·	0%	?	1%	·
COc1ccc(NC(=O)Cn2c3ccccc3c3nc4n(c(=O)c32)CCS4)cc1	-4%	-12	4%	5%	19%	-1
CC(=O)N(c1ccc2oc(=O)sc2c1)S(=O)(=O)c1ccc(C(=O)O)cc1	-12%	-7	-3%	11%	12%	-5
Cn1c(/N=C/c2cc(Cl)ccc2O)nc2ccccc21	-19%	-9	-12%	6%	·	-1
O=C(O)c1nn(CCOc2ccccc2F)c(=O)c2ccccc12	-7%	26	3%	66%[activator]	25%	12*
CSc1nc(NNC=O)cc(Oc2ccc(NC(C)=O)cc2)n1	1%	·	-18%	26%	2%	-1
Cc1cc(C(F)(F)F)c2c(N)c(C(=O)NC3CC3)sc2n1	-3%	-11	10%	-6%	5%	8
O=C1[C@H]2[C@@H](c3ccc(F)cc3)N3C(=O)N(c4cccc(Cl)c4)C(=O)[C@@]3(Cc3ccccc3)[C@H]2C(=O)N1C1CCCCC1	·	·	-8%	2.6µM*	12µM*	·
O=C(CSc1ccc(-c2ccco2)nn1)N1CCCCCC1	-5%	51*	25µM*	33%[activator]	44%[activator]	24
FC(F)(F)c1cccc(CN2CCC(c3cc(-c4cccs4)n[nH]3)CC2)c1	-17%	-13	5%	-21%	-19%	-4
COc1ccc(/C=C/C(=O)c2ccc([N+](=O)[O-])o2)cc1	·	·	?	?	20%	·
O=C(N/C(=C/C=C/c1ccccc1)C(=O)N1CCOCC1)c1ccccc1Cl	0%	22	-12%	?	?	8
C#CCNC(=O)C1=C[C@@H](C2CCCCC2)C[C@@H](OCc2ccc(CO)cc2)O1	-20%	14	22µM*	?	-8%	6
COc1ccc(-c2cc(C(=O)Nc3cc(S(=O)(=O)N4CCOCC4)ccc3N3CCOCC3)c3ccccc3n2)cc1	-10%	6	6%	?	?	12

Overlap with the part before: 5 compounds, followed by the next part.
Compound	FBPA Giardia inh	Shiga toxin inh	Sm TGR block	Pf growth 48h	Pf growth 96h	Cycloheximide cs
FC(F)(F)c1cccc(CN2CCC(c3cc(-c4cccs4)n[nH]3)CC2)c1	-17%	-13	5%	-21%	-19%	-4
COc1ccc(/C=C/C(=O)c2ccc([N+](=O)[O-])o2)cc1	·	·	?	?	20%	·
O=C(N/C(=C/C=C/c1ccccc1)C(=O)N1CCOCC1)c1ccccc1Cl	0%	22	-12%	?	?	8
C#CCNC(=O)C1=C[C@@H](C2CCCCC2)C[C@@H](OCc2ccc(CO)cc2)O1	-20%	14	22µM*	?	-8%	6
COc1ccc(-c2cc(C(=O)Nc3cc(S(=O)(=O)N4CCOCC4)ccc3N3CCOCC3)c3ccccc3n2)cc1	-10%	6	6%	?	?	12
O=C(c1ccc(F)cc1)N1CCCC(C(=O)N2CCCCC2)C1 (configuration not stated)	·	4	4%	?	?	-4
CC1(C)CC(=O)c2cc(OCC(=O)NCCN3CCCc4ccccc43)ccc2O1	?	-13	-6%	-22%	-35%	-3
Oc1ccc(N=Nc2ccc3c(c2)OCO3)c2ccccc12	10%	78*	-5%	?	?	58*
Cc1cc(C)nc(SC2c3cccc4cccc(c34)C2NS(=O)(=O)c2ccccc2)n1 (configuration not stated)	-2%	-13	0%	?	?	-4
Cc1[nH]n(-c2ccccc2)c(=O)c1C(c1cccc([N+](=O)[O-])c1)c1c(C)[nH]n(-c2ccccc2)c1=O	-24%	5	-23%	-29%	?	-1
Cc1noc(C)c1C(=O)NCCC1=CCCCC1	1%	11	2%	-19%	·	12
COc1ccc(S(=O)(=O)Nc2ccccc2-c2nc3ccccc3[nH]c2=O)cc1	7%	5	1%	6%	4%	-9
CCC(=O)c1ccc(OCC(=O)Nc2ccccc2C(=O)N2CCCCC2)cc1	·	·	4%	-22%	-12%	·
NC(=O)c1ccc(NC(=O)COC(=O)/C=C/c2cn(-c3ccccc3)nc2-c2cccnc2)cc1	-5%	-10	-6%	-18%	4%	-3
Cc1cc([N+](=O)[O-])nn1CCCC(=O)NC(C)c1ccccc1 (configuration not stated)	-2%	-6	6%	9%	0%	-2
O=C(NC1CCCC1)C(c1ccncc1)N(C(=O)c1csnn1)c1ccc(F)cc1 (configuration not stated)	1%	6	0%	8%	-11%	-3
CN1CCN(c2oc(Cc3cccc4ccccc34)nc2C#N)CC1	-20%	6	-18%	-26%	-17%	-1
O=[N+]([O-])c1cccc(NC(=S)N2CCN(S(=O)(=O)c3ccccc3)CC2)c1	·	-14	1%	?	-5%	-4
COC(=O)c1cc(S(=O)(=O)NCC2CCN(Cc3ccccc3F)CC2)c[nH]1	·	-3	10%&14%	15%	27%	-1
Cn1cc(/C=C2\SC(=S)N(NC(=O)c3cccc(Cl)c3)C2=O)c2ccccc21	-14%	-5	1%	-3%	4%	-1
CCCn1c(=N)c(C(=O)NCc2ccc3c(c2)OCO3)cc2c(=O)n3cccc(C)c3nc21	2%	-5	4%	1µM*	8%	-3
O=C(CCl)N1c2ccccc2CCc2ccccc21	-8%	-9	11µM*	10µM*	?	-2
COc1ccc(CN2C(=O)c3cccc4cccc(c34)C2=O)cc1	0%	-8	8%	?	87%[activator]	-5
Nc1cc2c(cc1C(=O)c1cccc(Br)c1)OCCO2	-12%	9	29%	19%	30%	-2
COc1ccc(OCC(=O)OC(C)CN2CCOCC2)cc1 (configuration not stated)	-9%	25	-3%	30%	11%	8
COc1ccc(NC(=O)CCCn2nc(C)c3c(C)n(-c4ccccc4)nc3c2=O)cc1OC	·	2	5%	2%	?	-2
COC(=O)[C@H](CC(C)C)NC(=O)Nc1ccc(S(N)(=O)=O)cc1	9%	-6	0%	-27%	-24%	7
COc1cc(NC(=O)c2cc([N+](=O)[O-])ccc2NC(=O)CN2CCN(c3ccccn3)CC2)cc(OC)c1	·	-5	2%	14%	?	-1
CCCCC(=O)Nc1cccc(-c2nnc(-c3ccccc3)o2)c1	3%	43*	-5%	?	64%[activator]	35*
O=C(/C=C/Nc1ccccc1)c1ccccc1	-4%	29	98%[activator]	·	7.4µM*	27*
CCOc1ccc(CCNC(=O)CN2C(=O)CCSc3ccccc32)cc1OCC	2%	-12	-9%	0%	0.19µM*	-2
CC(C)(C)OC(=O)[C@H](Cc1ccccc1)NC(=O)c1nc[nH]c1C(=O)NCCCCCN	·	·	-20%	?	?	·
COc1ccc(NC(=S)Nc2ccc(F)cc2)cc1	-24%	-6	-22%	13%	137%[activator]	1
CC1CCCCN1CC(=O)Nc1cc(S(=O)(=O)N2CCOCC2)ccc1N1CCCC1 (configuration not stated)	-3%	-18	0%	-14%	-22%	-1
COc1ccccc1C(=O)Nc1ccc(C(=O)N2CCCC2)cc1	0%	33	-1%	19%	·	16
CCCn1c(SCC(=O)N2CCCC(C)C2)nnc1-c1ccccn1 (configuration not stated)	0%	-15	·	-19%	0%	-2
CCOC(=O)c1c(N2C(=O)Nc3cc(Cl)c(Cl)cc3N2O)sc2c1CCCCC2	?	-16	-7%	30%[activator]	76%[activator]	-2
CC1Cc2nc(SCC(=O)N3CCCc4ccccc43)n(C)c(=O)c2S1 (configuration not stated)	-3%	-3	-15%	?	?	-3
Cn1c(SCc2ccc(C#N)cc2)nnc1-c1ccncc1	7%	-1	3%	1%	9%	1
O=C(CNC(=O)c1ccc(Br)o1)Nc1ncccc1O	·	·	45µM*	13%	-1%	·
CCOc1ccccc1NC(=O)COC(=O)c1cc[n+]([O-])cc1	-6%	4	16%	?	-5%	-3
COc1cc(NS(=O)(=O)c2ccc(NC(=O)/C(=C/c3ccccc3Cl)NC(=O)c3ccccc3)cc2)nc(OC)n1	19%	-4	-15%	3%	137%[activator]	-2
CCn1nc(C)c(NC(=O)CCCSc2nc(-c3ccco3)cc(C(F)(F)F)n2)c1C	1%	-2	50µM*	?	38%[activator]	-5
Cc1ccc(S(=O)(=O)Nc2nncs2)cc1	5%	-10	-15%	-2%	81%[activator]	-2
COc1ccc(NC(=O)c2ccccc2NC(=O)C2CCCO2)cc1 (configuration not stated)	-14%	49*	-9%	126%[activator]	·	24*
COc1ccccc1NC(=O)C1=C(C)Nc2ncnn2C1c1ccccc1C (configuration not stated)	-4%	-19	-23%	8%	?	9
CC(=O)Nc1cccc(C(=O)Nc2cccnc2)c1	4%	-9	0%	19%	9%	2
Cc1ccc(SC(=O)c2c([N+](=O)[O-])c(C)nn2C)cc1	-9%	9	5.6µM*	-2%	-18%	12*
COc1ccccc1CNC(=O)c1cc(C)nc2ccccc12	1%	2	7%	?	-28%	-2
C=CCn1c(=O)c2ccccc2n2c(SCC(=O)NCC)nnc12	-9%	-6	4%	-2%	33%[activator]	-6
Cc1ccc(C(=O)C(OC(=O)c2cnccn2)c2ccccc2)cc1 (configuration not stated)	3%	-20	17%	3%	?	12
COCCn1c(-c2ccccc2)cnc1SCC(=O)Nc1cccc2ccccc12	-1%	-2	-2%	-23%	13µM*	10
c1cc(CNc2ccc3c(c2)OCO3)ccn1	?	-4	?	?	·	14
CNc1ccccc1C(=O)OCC(=O)c1ccc(F)cc1	-13%	122*	-7%	159%[activator]	77%[activator]	80*
COc1ccc(OCC(=O)Nc2ccc(N3CCN(C(=O)c4ccccc4)CC3)c(Cl)c2)cc1	·	-2	-8%	8.3µM*	-78%	9

Pulled one by one from the list above, three records:
Compound	FBPA Giardia inh	Shiga toxin inh	Sm TGR block	Pf growth 48h	Pf growth 96h	Cycloheximide cs
c1cc(CNc2ccc3c(c2)OCO3)ccn1	?	-4	?	?	·	14
COCCn1c(-c2ccccc2)cnc1SCC(=O)Nc1cccc2ccccc12	-1%	-2	-2%	-23%	13µM*	10
COc1ccccc1NC(=O)C1=C(C)Nc2ncnn2C1c1ccccc1C (configuration not stated)	-4%	-19	-23%	8%	?	9
